# Screening results deposited in PubChem by several laboratories.
# Y pestis TopoI: Yersinia pestis topoisomerase I inhibitors, primary screen, biochemical, cleavage product accumulation, plate reader, single point | Y. pestis Topo-I cleavage product accumulation | activity, % at 10 µM | DNA topoisomerase I (Yersinia pestis CO92) | AID 504884, 2011 | hit rate 0.064% among 360,000; in the data active = activity above about 50%, passing the limit was not always enough; inconclusive = no clear call, values can overlap the other calls; also: inactives centre near 2
# PfHsp40 rescue: rescue of yeast from PfHsp40 toxicity, primary screen, S. cerevisiae, ATP luminescence; growth rescue, % at 12.5 µM; S. cerevisiae expressing PfHsp40, growth rescue; AID 504582, 2011; hit rate 0.68% among 340,000; in the data active = growth rescue above about 28%, passing the limit was not always enough; inconclusive = no clear call, values can overlap the other calls;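 also: yeast W303a lacking pdr1 and pdr3 grown in galactose medium; growth measured after three days at 30 °C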
# VHR inh abs: VHR1 phosphatase inhibitors, primary screen, biochemical, absorbance, uHTS | recombinant VHR phosphatase, pNPP absorbance | inhibition, % at 13.3 µM | hit rate 0.52% among 290,000 | AID 1654, 2009; in the data active = inhibition above about 50%; also: some compounds called inactive have numbers as strong as hits
# Target sequence (P51452 whole entry, looked up): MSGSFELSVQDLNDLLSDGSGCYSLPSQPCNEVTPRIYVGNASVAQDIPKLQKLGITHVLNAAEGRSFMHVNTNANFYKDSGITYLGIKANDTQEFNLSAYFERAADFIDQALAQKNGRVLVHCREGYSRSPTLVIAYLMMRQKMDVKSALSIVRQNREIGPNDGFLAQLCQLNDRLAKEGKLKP
# TcdB inh: TcdB glycohydrolase inhibitors, primary screen, biochemical, single point, plate reader; Toxin B (Clostridioides difficile), P18177; TcdB glycohydrolase enzymatic assay; inhibition, % at 9.99 µM; hit rate 0.24% among 350,000; in the data active = inhibition above about 10%
# Vc quorum ag: inducers of Vibrio cholerae quorum light production without autoinducers, primary screen, BH1578 luxS cqsA deficient, single point; V. cholerae BH1578 lux reporter, luminescence, 6 h; activation, % at 18.7 µM; hit rate 0.16% among 350,000; in the data active = activation mostly above about 9.7%, no sharp cut-off; inconclusive = no clear call, values can overlap the other calls; inactive = mostly below about 3.7%; also: not every result past the cut was called active; inactives centre near 0; reference of the scale not given here
# 3CLpro inhibitor: SARS-CoV 3CLpro protease inhibitors, primary screen, biochemical, quenched FRET; recombinant SARS-CoV 3CLpro, quenched FRET peptide cleavage; inhibition, % at 6 µM; hit rate 0.14% among 290,000; in the data active = inhibition above about 12%
# BoNT A protease: BoNT/A light chain protease inhibitors, primary screen, biochemical, flow cytometry, MLPCN library | Botulinum neurotoxin type A light chain protease (Clostridium botulinum A str. ATCC 3502) | multiplex microsphere protease substrate cleavage | inhibition, % at 10 µM | hit rate 0.17% among 360,000 | AID 588499, 2011; also: plate controls were buffer without enzyme for full effect and enzyme alone for no effect
# PriA SSB inh: inhibitors of Klebsiella pneumoniae PriA binding to SSB C-terminal tail, primary screen, biochemical, AlphaScreen | PriA–SSB C-terminal tail interaction (Klebsiella pneumoniae) | AlphaScreen SSBct-PriA binding, biotinylated peptide | inhibition, % at 33 µM | hit rate 0.6% among 430,000 | AID 1272365, 2023; in the data active = inhibition mostly above about 37%, no sharp cut-off; inactive = mostly below about 20%;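 also: plate controls were negative control peptide for no effect and reference peptide for full effect; strong numbers were not always called active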
# Anthrax LF inh2: Bacillus anthracis LF protease inhibitors, primary screen, biochemical, multiplex microsphere, MLPCN library; hit rate 0.12% among 360,000; multiplex microsphere protease cleavage assay; AID 588501, 2011; inhibition, % at 10 µM; also: plate controls were buffer without enzyme for full effect and enzyme alone for no effect
# Target sequence (P15917 whole entry, looked up): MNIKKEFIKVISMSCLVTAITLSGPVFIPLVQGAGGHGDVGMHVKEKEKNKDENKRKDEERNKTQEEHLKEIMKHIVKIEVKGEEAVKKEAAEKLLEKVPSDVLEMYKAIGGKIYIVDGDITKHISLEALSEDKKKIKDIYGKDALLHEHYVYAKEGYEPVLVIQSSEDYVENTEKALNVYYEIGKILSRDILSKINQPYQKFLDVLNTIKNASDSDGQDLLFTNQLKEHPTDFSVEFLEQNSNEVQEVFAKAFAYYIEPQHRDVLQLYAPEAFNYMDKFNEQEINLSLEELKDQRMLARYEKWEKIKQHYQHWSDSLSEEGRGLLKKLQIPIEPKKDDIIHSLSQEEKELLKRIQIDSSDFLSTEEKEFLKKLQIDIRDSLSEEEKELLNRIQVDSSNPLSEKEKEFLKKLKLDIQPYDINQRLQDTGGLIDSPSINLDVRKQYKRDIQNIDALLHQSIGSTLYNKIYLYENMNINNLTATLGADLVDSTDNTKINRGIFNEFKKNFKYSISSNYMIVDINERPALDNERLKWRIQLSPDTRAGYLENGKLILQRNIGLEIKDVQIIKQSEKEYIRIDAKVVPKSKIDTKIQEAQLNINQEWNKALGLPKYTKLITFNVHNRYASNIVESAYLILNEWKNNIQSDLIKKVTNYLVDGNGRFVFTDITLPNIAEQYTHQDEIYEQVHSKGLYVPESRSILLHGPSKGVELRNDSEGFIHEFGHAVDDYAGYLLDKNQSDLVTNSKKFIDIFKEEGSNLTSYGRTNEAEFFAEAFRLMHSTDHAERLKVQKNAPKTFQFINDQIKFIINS
# CCHF vOTU inh: CCHFV vOTU protease inhibitors, primary screen, biochemical, Pep-AMC substrate, fluorescence; AID 651958, 2012; inhibition, % at 11.5 µM; hit rate 0.55% among 370,000; in the data active = inhibition above about 30%; also: 0% = vehicle wells with enzyme and 100% = no enzyme wells
# An asterisk follows results filed as active; i = inactive; ? = inconclusive; nt = no result given; & = joins results of further samples. Rule as the data show it, unless noted: active = inhibition above about 30%; inconclusive = no clear call, values can overlap the other calls; inactive = below that.
Compound	Y pestis TopoI	PfHsp40 rescue	VHR inh abs	TcdB inh	Vc quorum ag	3CLpro inhibitor	BoNT A protease	PriA SSB inh	Anthrax LF inh2	CCHF vOTU inh
O=C(NN1C(=O)/C(=C/c2cccs2)SC1=S)c1ccccc1	-3	-1.1	34	nt	-0.3	1	9.6	4	22	nt
CCOC(=O)N1CCN(C(=S)NCCOC)CC1	5	0.0	18	nt	12	1	4.0	-5	-3	-1
CC(C)CNC(=O)NC(=O)CSc1nc2ccccc2n1CC(C)C	33	1.6	-6	nt	6.1	-1	0.5	-17	-1	18
CN1CCN(Cc2nc3c(c(=O)[nH]c(=O)n3C)n2CCc2ccccc2)CC1	3	0.1	25	0.5	-0.3	-5	-0.1	5	-6	-6
CCCCNC(=O)CSc1nc2cc3c(cc2c(=O)n1Cc1ccco1)OCO3	3	0.3	12	0.2	-0.3	-6	-1.0	-9	-4	7
NC(=O)c1ccc(C(F)(F)F)cn1	-2	-0.8	22	0.8	-0.8	-1	0.0	-9&-19	3	-4
CC(=O)N1CCN(C(=O)c2ccc(-c3cccc(C(F)(F)F)c3)o2)CC1	-6	-0.1	nt	-3.6	i	nt	2.5	-10	-2	16
Cn1ccsc1=NC(=O)c1ccc(S(C)(=O)=O)c([N+](=O)[O-])c1	-8	-1.4	-3	0.2	i	3	1.8	12	-2	-6
COc1ccc(-c2ccc3n2Cc2cnnn2-c2ccccc2-3)cc1	31	137*	nt	-0.8	-1.4	nt	-0.5	-5	-3	-7
CCCCc1c(-c2ccc(OC)cc2)ncn1CCc1ccccc1OC	nt	nt	nt	1.1	nt	nt	-0.5	nt	-2	25
c1cc2c(cc1CN1CCOCC1)OCO2	2	0.6	14	nt	i	0	0.6	-6	-3	1
Cn1c(CCNC(=O)c2ccccc2)nc2cc(NC(=O)c3ccco3)ccc21	-1	0.6	-8	nt	-0.3	0	0.2	-9	-3	-8
O=C(N/N=C/c1ccc(Br)cc1)c1cc[n+]([O-])cc1	-6	-0.1	16	0.5	-0.2	3	0.6	nt	-2	3
COc1ccccc1NC(=O)Nc1nnc([C@H]2C[C@H](O)[C@@H](CO)O2)s1	4	nt	nt	-4.2	0.8	nt	-0.3	nt	-2	27
CCCCNC(=O)c1ccccc1SCc1c(C)noc1C	2	0.1	28	1.6	i	0	-0.5	-10	1	13
Cc1ccc(NC(=O)CSC(N)=O)cc1Cl	6	-2.0	-1	nt	3.4	0	-0.2	-4	-15	8
CC(C)C1Nc2ccc(C(=O)N3CCN(c4ccccn4)CC3)cc2NC1=O (stereo unspecified)	6	0.0	18	0.0	-0.1	4	0.2	-3	1	17
O=c1[nH]nc(SCc2cc(Cl)ccc2Cl)c(=O)[nH]1	-1	-0.2	-11	-0.5	-0.2	-1	nt	-10	nt	-12
CCn1cc(S(=O)(=O)CC(=O)Nc2cc(C)on2)c2ccccc21	2	-1.7	15	nt	-0.3	2	0.0	-3	-2	-11
CC(=O)NS(=O)(=O)c1ccc2sc(C)nc2c1	6	23	17	3.8	-0.6	-6	-0.6	-8	-6	-2
Cc1ccc(CSc2nnc(-c3ccccc3N)c(=O)[nH]2)cc1	1	-1.4	26	nt	-0.1	-1	0.9	1	-4	-11
CCOc1ccccc1N1CCN(C(=O)COc2ccc3c(C)cc(=O)oc3c2)CC1	16	1.8	20	-0.4	i	0	-0.4	-7	0	-6
CC(C#N)Sc1ccc(S(=O)(=O)N(C)C2CCCCC2)cn1 (stereo unspecified)	0	2.2	nt	0.9	0.2	nt	0.1	-20	1	11
Cc1csc(NC(=O)C2COc3ccccc3O2)n1 (stereo unspecified)	2	-1.0	15	nt	4.5	4	-0.3	-1	0	7
CCOC(=O)c1cc(C)sc1NC(=O)CN1CCN(C(=O)C2CCCO2)CC1 (stereo unspecified)	22	-1.0	10	1.0	-0.6	2	-1.4	-15	-4	1
O=C(CC[C@H]1O[C@@H](n2ccc(=O)[nH]c2=O)[C@H](O)[C@@H]1O)NCc1ccccc1	nt	nt	nt	-0.4	nt	nt	-1.0	nt	9	-5
CCN1CCc2nc(NC(=O)CC(c3ccccc3)c3ccccc3)sc2C1	-3	-0.9	20	nt	-5.3	1	0.6	15	-1	14
COc1ccc2c(c1)C(=O)Nc1cc(Cl)ccc1N2	0	-0.5	nt	2.4	-0.7	nt	3.2	17	12	0
CC(C)COC(=O)C1[C@H]2C(=O)N(Cc3cccs3)C[C@]23C=C[C@H]1O3 (stereo partly specified)	-2	0.2	1	nt	i	-3	0.8	-9	1	7
Cc1ccc2nc(NS(C)(=O)=O)sc2c1	11	-0.1	32	-0.3	i	-1	0.0	9	2	9

# Overlap with the part before: two compounds, then new ones.
Compound	Y pestis TopoI	PfHsp40 rescue	VHR inh abs	TcdB inh	Vc quorum ag	3CLpro inhibitor	BoNT A protease	PriA SSB inh	Anthrax LF inh2	CCHF vOTU inh
CC(C)COC(=O)C1[C@H]2C(=O)N(Cc3cccs3)C[C@]23C=C[C@H]1O3 (stereo partly specified)	-2	0.2	1	nt	i	-3	0.8	-9	1	7
Cc1ccc2nc(NS(C)(=O)=O)sc2c1	11	-0.1	32	-0.3	i	-1	0.0	9	2	9
Cc1ccc(CCNC(=O)Cn2cccc2)cc1	5	-1.4	20	nt	i	-7	-0.6	-8	-2	-1
CCOC(=O)N1CCN(C(=O)CSc2ccc(-c3ccc(OC)cc3)nn2)CC1	8	0.1	26	-0.6	i	-1	-0.5	8	-1	9
CC1=C(C(=O)N(C)C)CC(CC(=O)NCC2CCCCC2)C(=O)N1Cc1ccc(C(C)(C)C)cc1 (stereo unspecified)	20	nt	nt	-6.8	i	nt	0.1	nt	-4	27
O=C(CCCc1ccccc1)NCc1ccccc1Cl	6	0.1	6	0.9	i	-1	nt	-11	nt	6
CCN(CC)S(=O)(=O)c1cc(C(=O)O)ccc1OC	-1	-1.2	-11	1.2	2.3	-6	-0.1	-12	-5	5
CC(C)(C)c1ccc(-c2noc(CCC(=O)NCc3ccco3)n2)cc1	11	1.3	16	-0.2	-0.3	7	-0.8	10	-5	26
Cc1ccccc1-c1csc(C(C)(O)c2ccccc2)n1 (stereo unspecified)	2	nt	nt	1.3	-0.3	nt	0.3	nt	2	10
CCOCCC(=O)Nc1cc(Cl)ccc1OC	1	-1.5	-42	nt	-0.2	-3	0.8	-5	-2	-11
CCOc1ccc(C(C)=O)cc1COc1ccc(C)nc1[N+](=O)[O-]	5	0.5	32	0.0	-0.4	-2	-4.2	-2	10	-8
COCC(=O)N(C)C[C@H]1N[C@@](C)(C(=O)OC)[C@H]2C(=O)N(Cc3ccccc3)C(=O)[C@@H]12	0	-1.2	nt	-0.7	-1.0	nt	-0.2	0	-3	-6
c1ccc(CCc2cccnc2)cc1	18	-1.5	nt	-0.8	-2.7	nt	-0.3	-5	0	-5
O=[N+]([O-])c1cc2cccnc2c2ncccc12	-1	nt	20	0.4	-0.4	6	nt	48*	nt	-3
N#Cc1cc2c(nc1SCc1ccc(Cl)cc1)CCCC2	3	-1.0	18	-1.0	-0.3	3	0.0	-23	0	5
O=C(NN1C(=O)C2C3C=CC(C4CC34)C2C1=O)c1ccc(Cl)cc1Cl (stereo unspecified)	8	-2.9	23	nt	i	6	1.3	-1	-1	-9
c1ccc(-c2nnc(C(c3ccccc3)c3ccccc3)o2)cc1	2	2.2	2	0.6	i	1	0.6	-18	-1	8
CC(=O)Nc1ccc(SCC(=O)Nc2ccccc2-c2ccccc2)cc1	-12	0.4	23	1.2	-0.3	4	-0.2	-1	-4	5
O=[N+]([O-])c1cc2ccccc2nc1-c1ccccc1	-12	-2.0	nt	0.2	i	nt	0.0	-1	-3	11
Cc1c(C(=O)N(C)c2cccc(Cl)c2)cnn1-c1ccccc1	0	0.3	5	2.7	1.9	3	1.6	5	0	5
O=C(CCC(=O)c1cccs1)NC(c1ccccc1)c1ccccc1	-2	-0.7	0	nt	i	4	-0.3	3	-2	6
CCN(C[C@H]1N[C@@](C)(C(=O)OC)[C@H]2C(=O)N(C)C(=O)[C@@H]12)C(=O)Nc1ccc(OC)cc1	5	-1.0	nt	-0.1	i	nt	-0.5	-3	2	-3
O=C(O)CN1C(=O)/C(=C\c2cc(Br)ccc2OCc2ccc([N+](=O)[O-])cc2)SC1=S	2	4.5	11	-5.6	1.4	4	-2.7	19	-4	32*
Cc1c(S(=O)(=O)N2CCN(c3ccccc3)CC2)c(=O)n(C)c(=O)n1C	5	-0.1	-3	1.2	-0.7	3	-0.1	3	-4	-5
COc1cccc(OCCCCSc2ncccn2)c1	14	-0.4	18	nt	i	0	0.1	-65	0	6
CCCS(=O)(=O)NC(=O)C1(C)CCN(C(=O)c2ccccc2OC(C)=O)C1 (stereo unspecified)	5	nt	nt	0.3	-0.4	nt	0.3	nt	1	14
Cc1ccc(Nc2ccc(C(F)(F)F)cc2[N+](=O)[O-])cc1	-5	0.7	15	0.4	0.3	-4	4.0	18	-1	-5
Cc1ccc(-n2sc3ccccc3c2=O)cc1	4	80*	0	nt	-0.3	0	9.3	10	-1	11
COCCN(C(=O)CSc1nc2ccc(Cl)cc2[nH]1)c1c(N)n(Cc2ccccc2)c(=O)[nH]c1=O	5	-1.0	29	0.2	-6.4	-4	1.8	-6	-2	2
N#CCC(=O)Nc1cc(C(F)(F)F)ccc1N1CCOCC1	-5	-0.1	9	5.4	i	0	-0.4	1	-4	3
Cn1c(=O)n(C)c2cc(CN3C(=O)OC(C)(C)C3(C)O)ccc21 (stereo unspecified)	4	0.9	28	-1.3	-0.3	-5	0.2	-18	-10	-9
Cc1onc(-c2ccc3c(c2)OCO3)c1-c1ccc2[nH]ccc2c1	-11	?	17	-0.2	i	0	-0.3	-3	-4	13
CC(=O)N1CC(c2ccccc2)C(c2ccc(Cl)cc2)=N1 (stereo unspecified)	9	0.1	1	1.8	-0.5	0	-1.0	-8	0	1
CCc1cc2c(N3CCN(C)CC3)ncnc2s1	-8	-0.8	0	nt	-0.4	-4	nt	3	nt	0
COC(=O)c1ccc(COc2ccc(/C=N/O)cc2OC)o1	13	16	-4	1.2	0.7	0	-1.0	nt	-2	-4
COCCCN1C(=O)C2C(C(=O)Nc3cc(C)cc(C)c3)C3C=CC2(O3)C1C(=O)NC1CCCCC1 (stereo unspecified)	3	-0.2	25	0.3	-0.2	-4	0.5	-12	2	-2
COc1cc(/C=N/NC(=O)c2nc3ccccn3c2C)cc(OC)c1O	0	-0.7	-5	-31	i	-2	-0.5	nt	-2	14
Cn1c(=O)n(C)c2cc(NS(=O)(=O)c3ccc(F)cc3)ccc21	3	0.4	9	-0.6	-0.6	-2	0.1	-6	1	0
O=C(Nc1ccc2c(c1)OCCO2)C1CCN(C(=O)c2ccc(Cl)cc2)CC1	-8	-1.4	-6	nt	-3.4	6	0.3	-8	-3	-15
Cc1cc(CNC(=O)c2ccc3nc(Cc4ccccc4F)oc3c2)nn1C	-7	-1.0	10	-0.6	-0.1	9	-0.6	-2	0	15

# Not all compounds are listed; count on the stated rates, not on these rows.
